High-throughput results from PubChem BioAssay.
IMPase inh – IMPase inhibition in cells; P97697; CHO-M1 cells, IP1 accumulation, HTRF TR-FRET ratio; inhibition (IP1 accumulation), % at 46.1 µM; 120,000 tested, under 10 active; AID 901; active means well fitted curve in the direction sought with a large enough effect in the signal ratio, not every such curve was filed as active; inconclusive means small, poorly fitted or top-dose-only effect, or a change in a side signal; inactive means no such curve, though single readings can be large or run the other way; the % refers to the signal ratio;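 further: cells stimulated with carbachol in lithium chloride buffer; plate controls were DMSO basal wells for no effect and reference inhibitor wells for full effect; higher means more IMPase inhibition seen as more IP1 and lower FRET ratio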
Target sequence (P97697 whole entry, looked up): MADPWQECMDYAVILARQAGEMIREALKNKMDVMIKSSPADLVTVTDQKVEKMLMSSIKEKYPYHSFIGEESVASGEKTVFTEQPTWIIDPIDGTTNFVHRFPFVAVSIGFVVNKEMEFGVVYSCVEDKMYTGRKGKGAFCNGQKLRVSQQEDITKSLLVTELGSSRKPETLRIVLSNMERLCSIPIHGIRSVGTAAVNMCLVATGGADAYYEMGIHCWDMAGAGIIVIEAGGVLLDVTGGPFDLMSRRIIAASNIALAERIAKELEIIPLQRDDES
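CHO-M1, 2000 cells/well, cultured 16–30 h; cpd up to 46 uM; carbachol (50 uM solution, stimulation buffer w/ 50 mM LiCl, pH 7.4), 30 min 37C; IP-One TR-FRET, 10 min RT; Ex 320/Em 665, 620; Hill-fit AC50.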
ALOX15B inhib – 15-hLO-2 (ALOX15B) enzyme inhibition | O15296 | AID 881 | 110,000 tested, 0.56% active | Potency, µM (highest dose often 57.1 µM), for the others: at the top dose activity change, negative = inhibition, actives largely listed as inhibitors | purified 15hLO-2, xylenol orange hydroperoxide absorbance; further: potency means the concentration at half of the fitted maximal effect; nearly all actives have a fitted effect of over 60% in size; many of its hits are not listed in these tables
Target sequence (O15296 whole entry, looked up): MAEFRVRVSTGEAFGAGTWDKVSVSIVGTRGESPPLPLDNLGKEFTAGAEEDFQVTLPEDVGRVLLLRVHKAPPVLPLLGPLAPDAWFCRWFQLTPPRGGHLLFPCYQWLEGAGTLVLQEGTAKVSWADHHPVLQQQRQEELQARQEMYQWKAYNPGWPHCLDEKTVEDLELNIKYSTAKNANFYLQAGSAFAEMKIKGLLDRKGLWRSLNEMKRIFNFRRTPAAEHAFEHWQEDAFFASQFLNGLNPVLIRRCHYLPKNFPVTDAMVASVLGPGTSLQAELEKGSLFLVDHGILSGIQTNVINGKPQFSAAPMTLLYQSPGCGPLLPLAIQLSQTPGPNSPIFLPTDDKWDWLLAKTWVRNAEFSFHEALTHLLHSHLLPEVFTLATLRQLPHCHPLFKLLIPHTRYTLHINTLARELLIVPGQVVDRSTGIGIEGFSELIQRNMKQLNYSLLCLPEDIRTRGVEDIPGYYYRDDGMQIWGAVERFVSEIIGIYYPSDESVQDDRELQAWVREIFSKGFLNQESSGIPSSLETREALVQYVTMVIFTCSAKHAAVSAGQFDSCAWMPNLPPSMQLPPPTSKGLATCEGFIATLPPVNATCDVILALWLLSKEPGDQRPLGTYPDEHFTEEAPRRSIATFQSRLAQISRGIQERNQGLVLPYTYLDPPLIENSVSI
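Purified human 15hLO-2 (50 nM) preincubated 15 min with compound, then 45 uM arachidonic acid for 90 min at RT in 25 mM Hepes pH 7.5, 0.01% Triton X-100. Hydroperoxide detected by Fe-xylenol orange; 573/405 nm absorbance ratio.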
ALOX12 inhib – 12-hLO (ALOX12) enzyme inhibition | purified 12-hLO, xylenol orange hydroperoxide absorbance | Potency, µM (highest dose often 57.1 µM), without a hit: top-dose activity change, negative = inhibition, hits mostly inhibitors | 150,000 tested, 0.12% active | P18054; further: potency means the concentration at half of the fitted maximal effect; nearly all actives have a fitted effect of over 55% in size; many of its hits are not listed in these tables
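Hydroperoxide formation by human 12-lipoxygenase from 40 uM arachidonic acid was followed colorimetrically via ferric-xylenol orange complex, using the 573/405 nm absorbance ratio. Enzyme concentration was 150 nM, with 30 min reaction at room temperature.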
PNC assembly inh – perinucleolar compartment assembly inhibition; 140,000 tested, 3.1% active; PC3M PTB-GFP, PNC prevalence imaging, 16 h; stronger effect = lower value; activity change (PNC), negative = inhibition, % at 10 µM;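 active means readout at or below -70, meaning at least 70% loss of cells showing the perinucleolar compartment, a nuclear body marking cancer cells; inconclusive means readout between -30 and a set limit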;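 further: plate controls were DMSO wells for no effect and camptothecin positive control wells for full effect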
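PC3M cells stably expressing PTB-GFP, 750–1000 cells/well, treated 16 h at 37 °C with compound (23 nl of library stock), in duplicate. After paraformaldehyde fixation and Hoechst stain, imaged at 20x; PNC prevalence scored by image analysis.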
An asterisk follows results filed as active; ? = inconclusive; . = no result given; & = joins results of further samples; [ ] = remark or other dose. Unless noted, the call rests on the fitted dose curve; in most records, active means well fitted curve in the direction sought with a large enough effect; inconclusive means small, poorly fitted or top-dose-only effect, or another doubt; inactive means no such curve, though single readings can be large; an effect the other way counts as inactive or inconclusive. Unless noted, on the % scale 0 is the no-effect control and ±100 the full control effect.

SMILES	PNC assembly inh	ALOX12 inhib	ALOX15B inhib	IMPase inh
CCOC(=O)c1sc2nc(N3CCOCC3)c3c(c2c1N)CCC3	-96*	-2%	11%	-9
COc1ccccc1N1CCN(C(=O)C2CCN(S(=O)(=O)N3CCOCC3)CC2)CC1	55	5%	.	8
O=C(Nc1cccc(S(=O)(=O)NC2=NCCCCC2)c1)c1cc(-c2ccccc2Cl)nc2ccccc12	21	0%	.	.
Cc1c(Cl)cccc1Nc1nc(N)nc(CSc2nc3ccccc3s2)n1	?	-13%	.	4&5
COc1ccccc1CO/N=C/c1cccn1-c1nccc(N(C)C)c1C#N	10	2%	1%	11
O=C1CN(C(=O)COC(=O)C2=COCCO2)c2ccccc2N1	?	-1%	2%	?
COC(=O)[C@@]1(Cc2ccc(F)cc2)[C@H]2c3cc(C(=O)N(C)C)n(CCc4ccccn4)c3C[C@H]2CN1C(=O)c1ccccc1	?	-5%&0%	5%	.
Cc1ccc2nc(Nc3nc(=O)c4ccccc4n3C)nc(C)c2c1	23	-4%	-13%	10
Cc1ccc2cc(CCNC(=O)c3ccc(C)c([N+](=O)[O-])c3)c(=O)[nH]c2c1	13	-5%	.	.
CCn1c(SCC(=O)NCc2cccs2)nnc1-c1ccco1	26	1%	4%	-12
CCOC(=O)C1=C(COc2ccc(F)cc2Cl)NC(=O)NC1c1cc(C)ccc1C (stereo unspecified)	2	3%	-3%	-16
COc1ccc(CCN2C(=O)C3C4CC(C5C(C(=O)N/N=C\c6ccc(Cl)cc6)=NOC45)C3C2=O)cc1OC (stereo unspecified)	8	-8%	0%	-2
CN(C)S(=O)(=O)c1ccc(N2CCCC2)c(C(=O)NCc2ccc(Cl)cc2)c1	-24	-5%	-1%	1
CC(C)C(=O)Nc1nc(-c2ccccc2)ns1	8	3%	.	-16[0.369 µM]
O=C1CSC(c2ccccc2F)N1c1ccccc1 (stereo unspecified)	-28	0%	.	12
CCN(CC)S(=O)(=O)c1ccc2c(c1)nc(CCC(=O)Nc1cccc(C(F)(F)F)c1)n2CC	-20	-2%	27%	0

The final 3 records of the part before come first, to join the parts:
SMILES	PNC assembly inh	ALOX12 inhib	ALOX15B inhib	IMPase inh
CC(C)C(=O)Nc1nc(-c2ccccc2)ns1	8	3%	.	-16[0.369 µM]
O=C1CSC(c2ccccc2F)N1c1ccccc1 (stereo unspecified)	-28	0%	.	12
CCN(CC)S(=O)(=O)c1ccc2c(c1)nc(CCC(=O)Nc1cccc(C(F)(F)F)c1)n2CC	-20	-2%	27%	0
CCOC(=O)c1c(NC(=O)CSc2nc3ccccc3c(=O)n2-c2ccccc2)sc(C(C)=O)c1C	?	3%	.	.
Cc1cc(C(=O)Nc2ccc(S(=O)(=O)Nc3onc(C)c3C)cc2)cs1	356	-6%	.	0
CCOC(=O)C1CCCN(C(=O)C2CCN(S(=O)(=O)c3cccs3)CC2)C1 (stereo unspecified)	?	3%	3%	-7
CCc1nc(Nc2ccc3c(c2)OCCO3)c2oc3ccccc3c2n1	28	0%	15%	4
Cc1ccsc1C(C(=O)NC1CCCCC1)N(C(=O)c1csnn1)C1CC1 (stereo unspecified)	5	-1%	-8%	9
CCOC(=O)COc1ccc(C)cc1-c1ccno1	-12	-2%	-9%	4
O=[N+]([O-])c1cccc(CNc2ccc3c(c2)CCC3)c1	40	-6%	.	.
N/C(=N\S(=O)(=O)c1ccc(Cl)s1)c1ccccc1	?	-3%	6%	-6
CCN(CC)S(=O)(=O)c1ccc(-c2nnc3sc4cccc(C)c4n23)cc1	5	-10%	-9%	2
CCOC(=O)c1ccc2nc(C)cc(Nc3cccc(C(=O)O)c3)c2c1	20	-3%	.	-21
O=[N+]([O-])/C(=C\Nc1ccccc1Cl)S(=O)(=O)c1ccccc1	-25	-16%	-6%	4
COc1ccc(C(=O)NC(=S)Nc2ccc(N3CCOCC3)c(Cl)c2)cc1[N+](=O)[O-]	-100*	?	.	.
CCCCN(C(=O)c1c(C)[nH]c(C(=O)OCC)c1C)c1ccccc1	?	0%	4%	15
COC(=O)c1nn(C23CC4CC(CC(C4)C2)C3)c2c1C(=O)N(c1ccc(F)cc1)C2=O	5	3%	0%	11
CCOc1ccccc1-n1nnnc1SCC(=O)Nc1cc2oc3ccccc3c2cc1OC	23	3%	9%[2.29 µM]	9
O=C1NCCN1CCNS(=O)(=O)c1ccc2ccccc2c1	-2	-6%	6%	5
CC(=O)c1cc(C#N)c(SCc2ccc(F)cc2)nc1C	12	2%	-4%	2
COc1cccc(NC(=O)NCc2cccn2C)c1	27	-4%	-13%	1
O=C(OCC1COc2ccccc2O1)c1c(F)cccc1F (stereo unspecified)	?	0%	-8%	17
CC(C)CCNC(=O)C(c1cccnc1)N(CCc1ccccc1)C(=O)Cn1nnc2ccccc21 (stereo unspecified)	-22	8%	.	5
COc1ccc(CC(N)C(=O)NC2C(CO)OC(n3cnc4c(N(C)C)ncnc43)C2O)cc1 (stereo unspecified)	.	-2%	3%	.
Cn1c(=O)c2c(nc(NCc3ccccc3)n2CCCc2ccccc2)n(C)c1=O	8	-8%	3%[2.29 µM]	13
CN(C)c1ccc(C=NCCC2(O)CCOC(C)(C)C2)cc1 (stereo unspecified)	233	2%	.	?
CCCN1C(=O)/C(=C/c2cc(C)n(C)c2C)SC1=Nc1ccc(OC)cc1	11	-20%	-17%	8
CCOC(=O)N1N=C(c2ccccc2)CC1(O)C(F)(F)F (stereo unspecified)	28	3%	-3%	-1
O=C(O)CCc1nn2cc(-c3ccccc3)nc2[nH]c1=O	-100*	1%	.	?
CCOc1cc(Cl)c(S(=O)(=O)NCc2ccccn2)cc1Cl	?	-2%	-7%	0
CC1=C(C(=O)N2CCN(c3cc(C)ccc3C)CC2)C2(CCCCC2)OC1=O	41	-2%	.	.
CN1CCN(C(=O)c2ccc3ccccc3c2)CC1	2	-2%	2%	2
Cc1ccc(S(=O)(=O)n2c3ccc(F)cc3c3nc(C)sc32)cc1	38	-5%	.	.
Cc1nc(N=Nc2ccc(C(=O)O)cc2)c(COP(=O)(O)O)c(C=O)c1O	.	-9%	19%	12
Cc1ccc(-c2nnc3n2N=C(c2ccccc2)CS3)cc1	48	-2%	.	0
CC(C)N(C(=O)C(F)(F)F)C(C(=O)NC1CCCCC1)c1ccncc1 (stereo unspecified)	-14	1%	.	-8[0.369 µM]
c1nc(N2CCN(Cc3ccc4c(c3)OCO4)CC2)c2[nH]cnc2n1	63	-2%	.	-13
O=C(CN1C(=O)c2ccccc2C1=O)Nc1ccc(N2CCOCC2)cc1	?	-7%	4%	8
CCOCCCNC(=O)C1CCN(C(=O)Nc2ccc(C)cc2)CC1	-7	-3%	-10%	6
COCCNc1nc(-c2ccccc2C)nc2ccccc12	.	3%	-1%	.
COc1ccc(CCn2c(N)c(S(=O)(=O)c3cccs3)c3nc4ccccc4nc32)cc1OC	?	-16%	-27%	-1
COc1ccc2c(c1)c(=O)c(C(=O)c1ccccc1)cn2Cc1ccc(C)cc1	24	-5%	.	.
N#C/C(=C\c1cn(Cc2ccccc2)c2ccccc12)C(=O)NCc1ccco1	15	-5%	.	8
Cc1cc(-c2nnc3n2CCCCC3)c(C)n1-c1ccccc1	?	-1%	-1%	-2
COc1ccc(Cl)cc1NC(=O)COC(=O)CNC(=O)c1ccc([N+](=O)[O-])c(C)c1	41	-5%	.	.
Cc1ccc(-c2[nH]c(-c3ccc(C(=O)O)cc3)nc2-c2ccccc2)cc1	2	-5%	.	.
CCSc1nnc(NC(=O)Cc2ccc(OC)c(OC)c2)s1	53	-4%	-3%	2
CCOC(=O)c1c(/N=C/N(C)C)sc(/C=N/Nc2ccccc2)c1-c1ccccc1Cl	49	-13%	.	2
COc1cccc(OCCCCCCN2CCOCC2)c1	2	3%	12%	12
N#CC(c1ccc(F)cc1)c1ccc(C(=O)c2ccccc2)cc1 (stereo unspecified)	?	9%	-3%	2
O=C(N/N=C/c1ccc(Sc2nc3ccccc3[nH]2)o1)c1ccncc1	13	0%	.	.
Cc1ccc(Nc2nc3ccccc3nc2Nc2c(C)n(C)n(-c3ccccc3)c2=O)cc1	56	-2%	.	.
O=C1S/C(=C/c2ccc(N3CCOCC3)o2)C(=O)N1Cc1ccc(F)cc1	36	?	1.3µM*	5
COc1ccc2c(c1OC)C(=O)N1c3ccccc3C(=O)N(c3ccccc3F)C21 (stereo unspecified)	-28	2%	0%	-4
O=C(CSc1nnc(-c2ccc(F)cc2)o1)Nc1ccc(S(=O)(=O)N2CCCC2)cc1	4	-4%	-2%	4
CCOC(=O)C(=O)Nc1ccc(S(=O)(=O)Nc2ncccn2)cc1	36	5%	5%	6
Cc1cccc(NC(=O)CCC(=O)N/N=C/c2ccco2)c1	31	-6%	.	.
C=CCNC(=O)CC(C)C(CCCCC)C(=O)O (stereo unspecified)	26	-3%	-2%	1
CCOC(=O)c1cnc2cc(-c3ccc(Cl)cc3)nn2c1N	5	-1%	-1%	-3

New compounds follow.
SMILES	PNC assembly inh	ALOX12 inhib	ALOX15B inhib	IMPase inh
CN(c1ccccc1)c1ccc(/C=C/[N+](=O)[O-])cc1	7	-3%	.	.
O=C(Nc1cccc(F)c1)N1CC[C@@]2(CCCN(S(=O)(=O)c3ccccc3)C2)C1	.	-4%	2%	.
Cc1cc(C)nc(SCC(=O)Nc2ccc(S(=O)(=O)N3CCCCC3)cc2)n1	18	-7%	2%	8
Cc1nn(-c2ccccc2)c(C)c1C(=O)OCC(=O)N1CC(=O)Nc2ccccc21	2	-4%	3%	2
CCOC(=O)CC(=O)CSCC(=O)Nc1ccc(C)cc1	?	-9%	0%	-11
COc1cc(/C=N/NC(=O)c2cccs2)ccc1OCc1ccccc1	-8	-1%	16%	13
Cc1cccc(C)c1NC(=O)CSc1nnc(C)n1-c1ccccc1	-2	3%	.	13
COc1ccccc1-c1cc(C(=O)NCc2ccccc2)no1	1	-6%	14%	-1
C/C(CC(=O)Nc1ccc2c(c1)OCO2)=N\NC(=O)C(c1ccccc1)c1ccccc1	24	5%	.	.
Cc1cccc(-c2cc3nc4c(c(N5CCOCC5)n3n2)CCCC4)c1	15	-6%	15%	13
Cc1ccc(-n2c(SCC(=O)NCC3CCCO3)nc3c(c2=O)SCC3)cc1 (stereo unspecified)	-7	4%	-4%	2
C=CCOc1cccc(C2C(C(=O)c3ccco3)=C(O)C(=O)N2Cc2ccncc2)c1 (stereo unspecified)	-14	-10%	-8%	-17
Cc1nnc(-c2ccc(Oc3ccc(C)c(C)c3)c([N+](=O)[O-])c2)o1	?	-1%	.	.
O=C(COc1ncnc2c1cnn2-c1ccccc1)Nc1ccc(S(=O)(=O)N2CCCCC2)cc1	-7	3%	.	2
Cc1nc2cnc(OCc3ccccc3)nc2n(CCC#N)c1=O	.	-2%	2%	.
Cc1cc2c(cc1C)NC(c1nc3ccccc3[nH]1)C1=C(CC(C)(C)CC1=O)N2 (stereo unspecified)	56	1%	6%	6
Cc1nc2ccccc2n1CCc1nc2c3ccccc3nc(SCC(=O)NCc3ccco3)n2n1	35	-3%	3%	3
O=[N+]([O-])c1nn(-c2ccc3c(c2)OCCO3)n(O)c1=NCCCO	0	-5%	-14%	4
Cc1ccc(/C=C/C(=O)N2CCN(c3cccc(C(F)(F)F)c3)CC2)cc1	-14	-1%	.	4
Cc1ccc(OCCCCn2ccnc2)c(Cl)c1	?	4%	38%[activator]	-2

An excerpt; count on the stated rates, not on these rows.
